# Rv3671c protease – Rv3671c (M. tuberculosis) protease inhibition; AID 2606; hit rate 0.048% among 320,000; P9WHR9; inhibition, % at 5.96 µM; in the data active = inhibition above about 38%;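 also: extracellular domain of Rv3671c used as enzyme; 0% = enzyme with DMSO and 100% = no enzyme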
# Target sequence (P9WHR9 whole entry, looked up, the tested form may be a part): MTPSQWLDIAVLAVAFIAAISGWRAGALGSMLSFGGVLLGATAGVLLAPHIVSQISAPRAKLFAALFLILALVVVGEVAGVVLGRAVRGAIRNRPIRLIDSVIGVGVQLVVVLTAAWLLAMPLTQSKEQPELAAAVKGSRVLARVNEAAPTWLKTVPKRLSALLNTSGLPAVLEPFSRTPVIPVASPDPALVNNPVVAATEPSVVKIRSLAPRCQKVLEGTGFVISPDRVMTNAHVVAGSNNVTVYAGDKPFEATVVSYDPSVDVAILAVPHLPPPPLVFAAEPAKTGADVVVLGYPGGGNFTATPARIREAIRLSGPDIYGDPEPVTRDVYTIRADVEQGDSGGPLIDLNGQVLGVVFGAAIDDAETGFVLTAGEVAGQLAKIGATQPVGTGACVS
# CCHF vOTU inh – blocks the CCHF virus ovarian tumor domain protease | inhibition, % at 11.5 µM | CCHFV vOTU protease, Pep-AMC fluorescence | hit rate 0.55% among 370,000; also: 0% = vehicle wells with enzyme and 100% = no enzyme wells
# Mtb BioA inh – blocks M. tuberculosis BioA enzyme activity | purified M. tuberculosis BioA enzyme, plate reader | inhibition, % at 9.99 µM | hit rate 0.096% among 360,000; in the data active = inhibition above about 40%; inconclusive = no clear call, values can overlap the other calls
# DUSP3 inh – inhibitors of human VHR1 phosphatase (DUSP3). hit rate 0.52% among 290,000. recombinant VHR phosphatase, pNPP absorbance. inhibition, % at 13.3 µM. P51452; in the data active = inhibition above about 50%; also: some compounds called inactive have numbers as strong as hits
# Target sequence (P51452 whole entry, looked up): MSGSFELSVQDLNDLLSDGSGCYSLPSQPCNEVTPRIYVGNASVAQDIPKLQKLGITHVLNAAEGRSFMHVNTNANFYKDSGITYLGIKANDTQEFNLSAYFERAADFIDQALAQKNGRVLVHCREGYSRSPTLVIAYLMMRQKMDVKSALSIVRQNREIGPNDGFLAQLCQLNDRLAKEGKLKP
# Mtb UGM inh – Mtb UDP-galactopyranose mutase inhibition | hit rate 0.06% among 320,000 | purified UGM, fluorescence polarization probe displacement | inhibition, % at 10 µM | AID 504406; in the data active = inhibition above about 10%, passing the limit was not always enough; inconclusive = no clear call, values can overlap the other calls
# GDH-TPI inh – GDH-TPI coupled enzyme inhibition counter-screen | hit rate 1.2% among 360,000 | GDH-TPI coupled enzyme counterscreen, NADH absorbance | inhibition, % at 4.8 µM;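 also: 0% = DMSO wells and 100% = wells lacking the enzyme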
# Mtb FBA inh – inhibits M. tuberculosis FBA enzyme; P9WQA3; purified M. tuberculosis FBA, fluorescence read-out; inhibition, % at 1 µM; hit rate 2.3% among 360,000; AID 588726; in the data active = inhibition above about 27%;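 also: 0% = vehicle and 100% = reference inhibitor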
# Target sequence (P9WQA3 whole entry, looked up): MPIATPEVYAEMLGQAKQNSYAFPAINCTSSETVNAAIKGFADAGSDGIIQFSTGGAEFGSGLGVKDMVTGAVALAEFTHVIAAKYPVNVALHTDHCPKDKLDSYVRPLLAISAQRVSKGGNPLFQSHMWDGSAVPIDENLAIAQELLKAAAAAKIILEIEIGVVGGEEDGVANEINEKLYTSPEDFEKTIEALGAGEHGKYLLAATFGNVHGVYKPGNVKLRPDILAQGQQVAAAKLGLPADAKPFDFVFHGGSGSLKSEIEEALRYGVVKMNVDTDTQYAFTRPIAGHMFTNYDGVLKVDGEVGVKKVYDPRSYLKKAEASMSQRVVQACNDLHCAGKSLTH
# MazEF act – increases E. coli MazEF RNase cleavage of RNA | P0AE70 | FAM/BHQ RNA-DNA oligo cleavage fluorescence, 5 h | activation, % at 20 µM | hit rate 0.32% among 350,000; in the data active = activation above about 50%
# Target sequence (P0AE70 whole entry, looked up): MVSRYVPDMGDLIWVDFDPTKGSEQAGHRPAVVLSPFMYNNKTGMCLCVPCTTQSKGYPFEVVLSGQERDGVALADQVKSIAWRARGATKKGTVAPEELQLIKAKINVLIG
# FadD28 binding – M. tuberculosis FadD28 bisubstrate binding inhibition. inhibition, % at 12.5 µM. hit rate 0.22% among 360,000. FadD28 bisubstrate probe binding, fluorescence polarization; in the data active = inhibition above about 8.5%, passing the limit was not always enough; inconclusive = no clear call, values can overlap the other calls
# BoNT-F LC inh – inhibitors of Botulinum neurotoxin F light chain protease. Multiplex microsphere protease cleavage assay, flow cytometry. AID 588497. inhibition, % at 10 µM. hit rate 0.22% among 360,000; in the data active = inhibition above about 35%, passing the limit was not always enough; inconclusive = no clear call, values can overlap the other calls; also: plate controls were buffer without enzyme for full effect and enzyme alone for no effect
# The depositor's hits bear a star; ? = inconclusive; · = not tested or not shown. Rule as the data show it, unless noted: active = inhibition above about 30%; inactive = the rest.
SMILES,Rv3671c protease,CCHF vOTU inh,Mtb BioA inh,DUSP3 inh,Mtb UGM inh,GDH-TPI inh,Mtb FBA inh,MazEF act,FadD28 binding,BoNT-F LC inh
COCCCNC(=O)CCn1c(=O)c2ccccc2n(CC(=O)Nc2ccc(C)cc2C)c1=O,3,4,0.4,-1,-0.1,-8,-1,5,-3.8,-2
O=C(Nc1cnn(Cc2ccc(F)cc2)c1)c1noc2c1CCCC2,-2,2,·,50,-2.6,9,-1,11,-1.3,·
S=C1NCN(Cc2cccnc2)CN1c1cccc2ccccc12,1,-5,3.0,17,0.4,-8,1,7,-1.4,31
CCN(CC)S(=O)(=O)c1cccc(NC(=O)COC(=O)C2COc3ccccc3O2)c1 (stereo not drawn),1,-3,-0.1,0,2.6,-3,2,1,-0.9,-3
O=C(CSCc1c(Cl)cccc1Cl)Nc1cccnc1,6,-7,6.3,16,-0.5,0,-2,-7,-0.2,-4
COc1ccccc1-c1cccc(-c2nc(C(=O)N3CCCCC3)cc3c2[C@H](CCO)N(S(=O)C(C)(C)C)C3)c1 (stereo partly drawn),·,3,-2.3,·,·,·,3,·,0.1,-3
Cc1nc(-c2cccnc2)sc1C(N)=O,1,-3,11,33,-0.7,-4,-1,8,-0.2,-9
CCOC(=O)C1CCCCN1Cc1ccc(F)c(Br)c1 (stereo not drawn),9,-3,-2.4,-2,3.3,-3,0,-1,-3.2,19
c1ccc(-n2nnnc2SCc2cn3ccccc3n2)cc1,-7,5,-2.2,-19,-0.2,6,-3,7,-1.4,-9
C[C@@H]1CN(c2nc3nonc3nc2N2CCSCC2)C[C@H](C)O1,1,0,-0.5,22,2.3,11,-2,-30,-3.4,-5
COc1ccc(N=c2oc3c(OC)cccc3cc2C(=O)NCc2ccco2)cc1OC,-2,·,0.8,-15,-2.7,-5,4,344*,-3.2,-1
CCCN(CCC)S(=O)(=O)c1ccc(C(=O)NCc2n[nH]c(=S)n2-c2ccc(Cl)c(Cl)c2)cc1,2,16,·,2,-0.4,8,2,-12,-3.1,-3
Cc1ccc(C2CC(c3cccs3)=NN2C(=O)CCl)cc1 (stereo not drawn),2,10,-3.5,-9,3.9,12,2,-1,-1.0,31
CCOc1ccc(-c2nnc3ccc(SCC(=O)Nc4nc5ccc(C)cc5s4)nn23)cc1,0,-8,·,7,0.7,-4,4,-14,-5.3,-3
C=C(C)CCC(C)N1CCC(n2nccc2NC(=O)CCCc2ccccc2)CC1 (stereo not drawn),-7,7,-0.7,61,-0.3,-1,-2,-18,-5.4,3
COc1ccc(C(=O)NCC2OCCc3ccccc32)c(O)c1 (stereo not drawn),-1,2,-0.6,11,-0.7,6,12,0,-5.0,4
Cc1[nH]c2ccccc2c1C(=O)C(=O)N1CC2CC(C1)c1cccc(=O)n1C2 (stereo not drawn),1,-2,·,10,-1.0,6,2,-25,1.9,3
CC1CCCCC1NC(=O)c1cccc(NC2=NC3CS(=O)(=O)CC3S2)c1 (stereo not drawn),-1,9,-2.5,-18,2.7,12,4,4,1.2,-7
Cc1cc(C)n2c(SCCO)nnc2n1,1,-12,-0.5,1,0.2,-9,2,-3,-3.2,18
Cc1ccc2[nH]c(=S)n(-c3cccnc3)c(=O)c2c1,0,-4,-0.4,-13,-2.8,3,2,11,1.6,-37
CCn1cc(SCC(=O)NC2CCCC2)c2ccccc21,-4,-5,-0.1,-15,5.9,-2,5,-13,-1.0,11
Cc1nc(S(=O)(=O)c2ccc(Cl)cc2)c(N(C)C)o1,-6,-17,-1.1,53*,-1.0,-3,-2,3,-2.7,2
O=C(O)CCC(=O)NC1CCCCCCC1,10,11,-0.8,0,-0.9,13,-3,0,-0.1,2
COc1cc(C)c(S(=O)(=O)N2CCOCC2)cc1C,-3,12,-1.9,13,0.4,2,3,2,-5.3,-6
COc1cc(/C=N/Nc2ccccc2[N+](=O)[O-])cc(OC)c1O,9,-3,·,3,-3.7,27,-13,9,-3.2,-6

# Compounds above containing fluorine, in the order listed:
SMILES,Rv3671c protease,CCHF vOTU inh,Mtb BioA inh,DUSP3 inh,Mtb UGM inh,GDH-TPI inh,Mtb FBA inh,MazEF act,FadD28 binding,BoNT-F LC inh
O=C(Nc1cnn(Cc2ccc(F)cc2)c1)c1noc2c1CCCC2,-2,2,·,50,-2.6,9,-1,11,-1.3,·
CCOC(=O)C1CCCCN1Cc1ccc(F)c(Br)c1 (stereo not drawn),9,-3,-2.4,-2,3.3,-3,0,-1,-3.2,19

# (cont.)
SMILES,Rv3671c protease,CCHF vOTU inh,Mtb BioA inh,DUSP3 inh,Mtb UGM inh,GDH-TPI inh,Mtb FBA inh,MazEF act,FadD28 binding,BoNT-F LC inh
COc1ccc(N2CCN(C(=O)Cn3c(=O)c4cccn4c4cccnc43)CC2)cc1,5,12,2.8,23,2.7,7,6,11,-1.2,-7
O=C(COc1ccc2ccc(=O)oc2c1)NCc1ccccn1,6,9,3.8,-4,0.7,6,13,9,-2.8,1
CCN(C(=O)CCS(=O)(=O)c1ccc2c(c1)oc(=O)n2C)c1ccc(OC)cc1,-11,11,14,8,2.1,-5,5,10,-0.8,-2
CC1=CCC(C(=O)O)C(C(=O)O)C1 (stereo not drawn),0,0,-0.2,8,2.8,4,6,7,1.2,-1
CCC(=O)Nc1cccc2ccccc12,-5,25,-0.2,-4,-1.2,-5,-7,5,-2.7,-10
COc1ccc(CNC(=O)CCn2c(=O)oc3ccccc32)c(OC)c1,-6,-4,4.6,8,5.0,-16,11,5,-0.5,2
O=C(Nc1ccc(Cc2ccncc2)cc1)c1ccco1,0,-10,·,17,0.2,0,-1,0,-2.7,5
CCOC(=O)c1cnn(-c2ncnc3sc(C)c(C)c23)c1N,-10,-3,0.0,15,-2.8,6,77*,-4,-0.9,-4
CCOc1cc(N2CCOCC2)c(OCC)cc1NS(=O)(=O)c1cc(NC(C)=O)ccc1OC,-11,14,3.7,-30,3.7,0,2,5,2.2,-18
CCOC(=O)c1cnc(-n2cc(C)cn2)nc1NCc1ccc2c(c1)OCO2,-5,-18,1.1,35,5.7,-1,0,-5,-1.8,-2
C[C@@H](C(=O)N1CCN(C(=O)OC(C)(C)C)CC1)n1cc(CCCN=C(NC(=O)OC(C)(C)C)NC(=O)OC(C)(C)C)nn1,-5,9,-1.7,10,0.5,7,0,5,-2.7,1
COc1cccc(NC(=O)C2CC2(c2cccc(OC)c2)c2cccc(OC)c2)c1 (stereo not drawn),-38,-10,0.5,2,-1.0,-7,-1,-2,-5.3,-10
COc1ccc(-c2csc(C(NC(C)=O)c3cccc(OC)c3)n2)cc1 (stereo not drawn),·,-8,1.7,·,·,2,4,·,-0.3,-2
O=C(CN1C(=O)CSC1=O)NCc1ccccc1,1,-6,-3.4,14,-0.8,4,-6,-2,0.3,8
O=C(C1CCN(S(=O)(=O)c2cnc[nH]2)CC1)N1CCn2c1nc1ccccc12,3,-2,-1.2,37,4.9,7,1,3,-2.3,-5
Cc1c(O)c(S(=O)(=O)c2ccccc2)c(=O)n(-c2ccccc2)c1-c1ccccc1,-8,9,-3.4,0,-2.7,21,3,-4,-1.8,20
CCCC(=O)N1CCc2cc(OC)c(OC)cc2C1COc1ccccc1OC (stereo not drawn),1,17,1.5,12,2.8,-1,2,-14,0.5,-16
CC(=O)c1sc(-c2ccccc2)cc1N,-2,-5,-1.1,2,-0.4,11,5,9,-0.7,·
COCCN(C(=O)COC(=O)C12CC3CC(CC(C3)C1)C2)c1c(N)n(Cc2ccccc2)c(=O)[nH]c1=O,·,-1,0.2,·,·,0,0,1,-3.0,·
COc1ccc(CN2C(=O)c3ccccc3C2=O)cc1C(=O)OC(C)C(=O)NC(N)=O (stereo not drawn),-8,-8,·,-6,3.3,10,1,-1,1.8,-7
CCC(CC)C(=O)N(C)c1c(C)nc2c(OCC(=O)N(C)C)cccn12,·,-12,-1.1,·,·,3,0,·,-0.5,-3
c1ccc(N2CCN(c3cnc4ccccc4n3)CC2)cc1,-3,-1,1.9,-23,0.9,-6,0,-2,-1.4,6
S=C(NCc1ccncc1)NC1CCCCC1,-11,-7,0.0,6,-0.3,4,1,-11,-0.9,3
CSc1ccc(CNC2CC2)cc1,4,-12,-1.6,13,0.1,-9,0,1,-5.2,5
O=C(CSc1nnc(-c2cccs2)o1)OC1CCCCC1,1,-2,2.8,-9,-1.1,2,6,1,-2.4,3

# The list goes on (2 carried over from the part before).
SMILES,Rv3671c protease,CCHF vOTU inh,Mtb BioA inh,DUSP3 inh,Mtb UGM inh,GDH-TPI inh,Mtb FBA inh,MazEF act,FadD28 binding,BoNT-F LC inh
CSc1ccc(CNC2CC2)cc1,4,-12,-1.6,13,0.1,-9,0,1,-5.2,5
O=C(CSc1nnc(-c2cccs2)o1)OC1CCCCC1,1,-2,2.8,-9,-1.1,2,6,1,-2.4,3
CN1CCN(CCOc2ccc(-c3ccccc3)cc2)CC1,2,-13,-4.8,-20,-0.6,3,0,6,-1.9,-3
O=C(CCn1c(=S)oc2ccccc21)Nc1ccc(F)cc1,-7,-2,·,12,2.3,4,1,-1,-3.6,-2
COC(=O)C1=NNC(C(=O)c2ccco2)C1c1ccc(OC)cc1 (stereo not drawn),7,-6,0.1,13,-2.0,-3,-1,-9,-1.6,-6
Cc1nn(CCOc2ccccc2)c(=O)n1-c1c(F)cccc1F,-5,10,-1.3,13,0.1,12,1,0,-1.0,3
Cc1cccc(NC(=O)CSc2nc3c(oc4ccccc43)c(=O)n2-c2ccccc2)c1,-68,-8,·,21,-1.4,9,2,1,-1.2,4
O=C(CN1C(=O)C2CC=CCC2C1=O)NC1CCCCC1 (stereo not drawn),-4,-1,0.4,32,1.4,-3,0,7,0.6,0
CCOC(=O)C1CCCN(CC(=O)NC2=Nc3ccccc3N=C(C)C2c2ccccc2)C1 (stereo not drawn),0,11,0.5,2,-0.5,10,1,-8,2.8,?
O=C(CSc1nc2[nH]c(=O)cc(O)c2s1)Nc1nccs1,-5,17,-8.4,·,-0.2,20,1,-1,0.0,-3
COc1ccccc1NS(=O)(=O)c1ccc(C(=O)N2CCCC(C(F)(F)F)C2)cc1 (stereo not drawn),-2,5,6.3,·,1.2,6,3,8,0.0,0
COc1ccccc1NS(=O)(=O)c1cc(NC(=O)c2cccs2)ccc1N1CCCCC1,-207,-10,·,2,4.4,9,0,5,-3.2,-7
Cc1cc(Br)c2c(c1)C(O)(N1CCCCC1C)C(=O)N2 (stereo not drawn),-1,1,·,-7,0.6,-3,5,5,-2.5,0
NC(=O)C1(N2CCCCC2)CCN(C(=O)Nc2ccccc2C(F)(F)F)CC1,4,2,·,9,-0.5,·,·,8,·,·
Cc1ccc(S(=O)(=O)NCC(=O)N(CC(=O)NCC2CCCO2)Cc2ccccc2Cl)cc1 (stereo not drawn),4,9,-2.2,17,0.8,4,-1,-2,0.5,6
CCC(=O)N1CCc2cc(S(=O)(=O)CCC(=O)NCCc3ccccc3)ccc21,-6,3,1.5,4,2.8,-2,-1,-7,-2.3,2
CCN1CCN(C(=S)Nc2cc(C(=O)OC)ccc2C(=O)OC)CC1,-15,-38,?,8,5.3,15,31*,-20,-1.8,-11
CCn1c(SCC(=O)N2CCN(c3ccccc3)CC2)nnc1-c1ccoc1C,2,11,1.2,40,-0.1,-4,2,9,-0.5,7
Cc1cc2cc(C#N)c(N3CCN(S(C)(=O)=O)CC3)nc2cc1C,4,-10,4.6,7,-2.7,-2,15,-9,-0.3,0
CC1CCN(C(=O)c2[nH]cnc2C(=O)Nc2cccc(Cl)c2)CC1,-4,13,-0.5,·,4.5,2,0,9,1.1,0
CCCOc1ccc2ccccc2c1/C=C1\SC(=O)NC1=O,-22,17,14,-12,3.6,7,-2,-5,-8.3,2

# A portion from the list above, for reference:
SMILES,Rv3671c protease,CCHF vOTU inh,Mtb BioA inh,DUSP3 inh,Mtb UGM inh,GDH-TPI inh,Mtb FBA inh,MazEF act,FadD28 binding,BoNT-F LC inh
CN1CCN(CCOc2ccc(-c3ccccc3)cc2)CC1,2,-13,-4.8,-20,-0.6,3,0,6,-1.9,-3
O=C(CCn1c(=S)oc2ccccc21)Nc1ccc(F)cc1,-7,-2,·,12,2.3,4,1,-1,-3.6,-2

# From PubChem
